NR2E3 ag-1: inhibitors of NR2E3-RetCOR corepressor binding, primary screen, NR2E3 agonist project, biochemical, TR-FRET, GST-NR2E3, biotin-RetCOR | Photoreceptor-specific nuclear receptor (Homo sapiens), Q9Y5X4 | AID 2300, 2010 | inhibition of corepressor binding, % at 4.78 µM | 1536-well | 320,000 tested, 0.12% active;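 active = percent inhibition above the cutoff of mean plus 3 SD of all tested compounds, set per screening campaign, cut at about 20% in these data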;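 note: 0% = DMSO wells and 100% = biotin wells as full block of FRET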
Target sequence (Q9Y5X4 whole entry, looked up): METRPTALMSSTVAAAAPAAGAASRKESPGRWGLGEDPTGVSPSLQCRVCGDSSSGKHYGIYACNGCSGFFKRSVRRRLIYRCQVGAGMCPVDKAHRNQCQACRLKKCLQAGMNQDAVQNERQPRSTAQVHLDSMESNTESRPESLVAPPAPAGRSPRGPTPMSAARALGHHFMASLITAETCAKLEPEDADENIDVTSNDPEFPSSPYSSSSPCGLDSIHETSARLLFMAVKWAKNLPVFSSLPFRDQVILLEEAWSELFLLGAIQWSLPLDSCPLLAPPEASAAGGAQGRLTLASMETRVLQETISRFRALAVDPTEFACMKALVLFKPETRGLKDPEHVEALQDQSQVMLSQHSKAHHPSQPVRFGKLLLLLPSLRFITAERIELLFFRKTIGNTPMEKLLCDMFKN
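Material: NR2E3–RetCOR corepressor complex / Amount: 1.35 nM GST-NR2E3 / Medium: Tris pH 7.5 / Compound: single nominal compound dose of 4.8 µM / Incubation: 5 h at 4 °C / Technique: TR-FRET, Eu(K)-anti-GST donor, streptavidin-D2 acceptor, ex 340, em 617/671 nm / Read-out basis: percent loss of FRET ratio relative to control wells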
Shn3 3UTR inh: reduction of Shn3 3'UTR firefly luciferase signal, primary screen, Schnurri-3 inhibitor project, cell-based, Clone20 osteoblasts, set 2 | 360,000 tested, 0.52% active | inhibition, % at 12.5 µM | Clone20 osteoblast Shn3 3'UTR firefly luciferase, 24 h;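 active = mean inhibition of at least 75% with every replicate also reaching 75%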;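 note: 0% = median of neutral control wells and 100% = pilot-screen positive control compound; some compounds past the cut are filed as inactive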
CF NFkB inh: inhibitors of PAF-induced NF-kB signaling, primary screen, cell-based, GFP fluorescence, uHTS; inhibition, % at 5 µM; KKLEB NF-kB-GFP reporter, GFP fluorescence overnight; 360,000 tested, 0.86% active;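 active = at least 50% inhibition at 5 µM, scaled per plate between neutral and stimulator controls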;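 note: PAF is a Pseudomonas aeruginosa culture filtrate used as stimulus; plate controls were PAF-stimulated DMSO wells for no effect and unstimulated DMSO wells for full effect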
NR2E3 ag-2: NR2E3 agonists in two-hybrid cells, primary screen, cell-based, luminescence, CHO-S, Gal4-NCOR/VP16-NR2E3. Photoreceptor-specific nuclear receptor (Homo sapiens), Q9Y5X4. luciferase. inhibition of corepressor binding, % at 3.98 µM. 360,000 tested, 0.35% active. AID 602229, 2012;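 active = inhibition above the mean of all tested compounds plus 3 SD, cut at about 70% in these data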;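 note: 0% = DMSO with NR2E3 transfected cells and 100% = cells lacking NR2E3 construct; higher means lower luciferase signal from less NR2E3 corepressor binding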
Peg3 promoter: Peg3 promoter-driven luciferase inhibitors, primary screen, cell-based, HeLa, luciferase luminescence | HeLa PEG-Prom luciferase reporter, overnight | inhibition, % at 20 µM | 360,000 tested, 1.7% active | AID 588405, 2011;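 active = inhibition of at least 50% at 20 µM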
HIF-2a block: HIF-2a reporter inhibitors, primary screen, luminescence, 786-0 RCC cells; 786-0 RCC cells HIF-2a reporter, luciferase luminescence, overnight; inhibition, % at 18.8 µM; 360,000 tested, 0.72% active; AID 624352, 2012;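 active = inhibition of the luminescence signal of 40% or more relative to plate controls, in a single-dose primary screen at 18.75 µM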
TRPM1 prom inh: inhibitors of MITF-dependent TRPM1 promoter reporter, primary screen, cell-based, SK-MEL-5, single point, luciferase; SK-MEL-5 TRPM1 promoter luciferase, 24 h; inhibition, % at 12.5 µM; 330,000 tested, 0.83% active; AID 488899, 2010;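 active = mean inhibition across replicates of 60% or more, whatever share of single replicates reaches that level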; note: values of inactives mirror those of a sister screen read the other way
TWEAK Fn14 block: inhibitors of TWEAK-Fn14 signaling, primary screen, luciferase reporter cells, uHTS; TWEAK-stimulated Fn14 reporter cells, luciferase luminescence, 8 h; inhibition, % at 10 µM; 360,000 tested, 2% active; AID 1159606, 2016; in the data active = inhibition above about 50%
KKLEB cytotox: cytotoxicity in KKLEB CF airway cells, primary screen, cytotoxicity control for CF NF-kB inhibitor project, cell-based, uHTS, fluorescence assay plates; KKLEB CF airway cells viability, ATPlite luminescence, overnight; hits give low values; cells stimulated with P. aeruginosa culture filtrate; activity change (cytotoxicity), % at 5 µM; 360,000 tested, 0.36% active;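 active = corrected activity change at or below -50% at 5 µM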
aDG glyco act: activators of alpha-DG glycosylation, primary screen, uHTS, Pro5-aDG cells, AlphaScreen; alpha-DG glycosylation AlphaScreen (IIH6); 0% Pro5, 100% B10-LARGE cell signal; activation, % at 10 µM; 360,000 tested, 0.22% active; AID 624168, 2012;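 active = activation of at least 8% versus controls, or a plate z-score of at least 8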;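 note: Pro5 are CHO cells carrying HIG-tagged alpha-DG that lacks glycosylation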
hiPSC survival: enhancers of single-cell hiPSC survival, primary screen, ATPlite luminescence; 100% = ROCK inhibitor wells, 0% = DMSO; AID 602274, 2012; survival enhancement, % at 20 µM; 360,000 tested, 0.044% active; in the data active = survival enhancement above about 18%;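 note: cells exposed to compounds for 16 hours before the ATP read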
* marks the source's active call; other numbers are inactive results; / = not tested or not shown.

SMILES	NR2E3 ag-1	Shn3 3UTR inh	CF NFkB inh	NR2E3 ag-2	Peg3 promoter	HIF-2a block	TRPM1 prom inh	TWEAK Fn14 block	KKLEB cytotox	aDG glyco act	hiPSC survival
CCN(CC)CCOC(=O)C12CC3CC(CC(C3)C1)C2	-1	21	14	11	9	14	16	-9	0	0.0	2.9
Cc1nc(SC(C)C(=O)NCC2CCCO2)c2cc(-c3ccccc3)sc2n1 (centres undefined)	2	52	-24	-14	-122	-188	-19	-30	3	-0.2	-0.3
CN(C)/C=C/C(=O)c1ccc(Oc2ncccn2)cc1	-1	-6	-5	-10	-27	-1	13	6	8	0.0	1.3
CCOc1c(Cl)cc(C2NC(=O)NC(C)=C2C(=O)NCc2ccccc2)cc1OC (centres undefined)	-2	-61	-13	-40	-250	-334	-33	-14	-16	0.1	-0.9
O=C(COC(=O)C1CCN(S(=O)(=O)c2ccccc2)CC1)NC(=O)c1ccc(OC(F)F)cc1	3	-13	9	-39	7	0	11	-1	4	0.0	-2.6
CCN(CC(=O)NC1CCS(=O)(=O)C1)C(C)C(=O)Nc1ccc(F)cc1 (centres undefined)	6	-1	-5	4	19	-5	7	17	-16	-0.3	0.0
Cc1[nH]c2ccccc2c1C(=O)NS(=O)(=O)Nc1ccccc1	3	-4	-3	-25	0	14	4	16	4	-0.5	-1.3
CCN(c1ccccc1)S(=O)(=O)c1ccc(Oc2ccc(C(C)=O)cc2OC)nc1	3	13	26	9	31	7	11	19	1	0.4	-2.6
Clc1ccc(OCCSc2ncccn2)c2ccccc12	3	-39	2	-16	-112	-206	-47	-23	0	0.2	1.7
CC(NC(=O)CNC(=O)Cc1cccc2ccccc12)c1ccc(S(N)(=O)=O)cc1 (centres undefined)	/	8	-21	1	-1	10	5	1	2	0.1	0.7
CN(CC(=O)NCc1ccccc1Cl)CC(=O)Nc1cccc(F)c1	-1	-9	15	10	10	13	5	-6	1	0.1	0.2
O=C(CCCc1c[nH]c2ccccc12)N1CCOCC1	-3	-14	0	-9	-42	-60	-7	0	-1	-0.2	0.7

Among those listed so far, five contain a halogen:
SMILES	NR2E3 ag-1	Shn3 3UTR inh	CF NFkB inh	NR2E3 ag-2	Peg3 promoter	HIF-2a block	TRPM1 prom inh	TWEAK Fn14 block	KKLEB cytotox	aDG glyco act	hiPSC survival
CCOc1c(Cl)cc(C2NC(=O)NC(C)=C2C(=O)NCc2ccccc2)cc1OC (centres undefined)	-2	-61	-13	-40	-250	-334	-33	-14	-16	0.1	-0.9
O=C(COC(=O)C1CCN(S(=O)(=O)c2ccccc2)CC1)NC(=O)c1ccc(OC(F)F)cc1	3	-13	9	-39	7	0	11	-1	4	0.0	-2.6
CCN(CC(=O)NC1CCS(=O)(=O)C1)C(C)C(=O)Nc1ccc(F)cc1 (centres undefined)	6	-1	-5	4	19	-5	7	17	-16	-0.3	0.0
Clc1ccc(OCCSc2ncccn2)c2ccccc12	3	-39	2	-16	-112	-206	-47	-23	0	0.2	1.7
CN(CC(=O)NCc1ccccc1Cl)CC(=O)Nc1cccc(F)c1	-1	-9	15	10	10	13	5	-6	1	0.1	0.2

Next compounds
SMILES	NR2E3 ag-1	Shn3 3UTR inh	CF NFkB inh	NR2E3 ag-2	Peg3 promoter	HIF-2a block	TRPM1 prom inh	TWEAK Fn14 block	KKLEB cytotox	aDG glyco act	hiPSC survival
COC(=O)CC1=NN(c2nc3ccccc3s2)C(=O)/C1=C/N(C)C	0	-26	-2	1	-5	-24	-8	41	4	0.0	-1.0
Cc1ccc(C2OCC3(CO)COC(c4ccc(C)cc4)N23)cc1 (centres undefined)	-3	-5	4	6	9	-10	-9	-20	-3	-0.1	0.2
CC(C)c1nnc(NC(=O)c2nc(S(=O)(=O)Cc3ccc(F)cc3)ncc2Cl)s1	5	98*	89*	24	106*	64*	75*	99*	-101*	0.7	0.1
COc1ccc2[nH]c(=O)c(-c3noc(-c4ccc(F)cc4)n3)cc2c1	-1	-37	-2	-23	-118	-150	-9	-41	-3	-0.2	-1.3
Cc1ccc(NC(=O)[C@@H](NC(=O)c2cccc(S(=O)(=O)N3CCOCC3)c2)C(C)C)cc1C	0	-14	-12	0	18	16	-10	-17	6	0.0	-0.1
CSc1c(SCc2ccccc2)cnn(-c2ccccc2)c1=O	0	-37	11	-7	-48	-96	-10	-21	-4	0.3	0.6
COC(CNC(=O)c1ccc(CS(=O)(=O)c2ccc(C)cc2)o1)OC	0	-6	-12	-31	0	12	/	0	10	-0.1	-0.5
COc1ccc(Nc2cc(=O)n(C3CCCCC3)c(=O)[nH]2)c(OC)c1	-1	20	15	-41	6	19	18	5	-2	-0.1	4.1
Cc1ccc(S(=O)(=O)N2C(=O)CCC2C(=O)NCc2ccco2)cc1 (centres undefined)	2	12	9	19	11	9	6	-4	-1	0.8	0.9
Cc1ccc(NC(=O)NC(=O)CSc2nnc(-c3ccc(OC(F)F)cc3)n2N)c(C)c1	4	2	-26	-44	-29	-56	-32	-25	-3	0.2	3.8
COc1ccc(C(=O)C2CCCN(C(=O)c3csc(SC)n3)C2)cc1F (centres undefined)	/	-25	6	-26	-27	-48	/	-20	5	0.1	-1.1
NC(=O)COc1ccc(-c2noc(COc3ccccc3[N+](=O)[O-])n2)cc1	-2	-3	-1	-21	-45	-78	-9	7	-6	0.1	0.0
O=C(C/C=N\O)Nc1ccc(Oc2ccccc2)cc1	3	-11	-14	4	5	6	-5	-22	7	-0.5	-1.5
CCN(C(=O)CN1CCOCC1)C1(C)C(=O)c2ccccc2C1=O	1	0	4	-14	13	17	-4	-5	4	-0.6	2.2
CCc1nnc(NC(=O)CSc2ccc(-c3nc4ccc(C)cc4[nH]3)cn2)s1	-15	-2	12	-33	-259	-153	20	6	-42	0.0	-2.7
O=C(O)c1cccc(S(=O)(=O)NCCC(c2ccccc2)c2ccccc2)c1	1	-3	-4	29	-7	9	-6	4	-4	-0.2	-1.0
Cc1ccsc1C(=CCCN1CCC[C@@H](C(=O)O)C1)c1sccc1C	0	1	-18	2	-8	13	4	-4	9	0.1	4.9
COc1ccc(C(C)=O)cc1CN1C(=O)NC2(CCCCCCC2)C1=O	3	17	8	-24	11	13	13	-7	11	1.6	1.2
CCOP(=O)(OCC)c1nc(-c2ccccc2Cl)oc1N1CCOCC1	-4	-5	15	-36	11	17	-16	-8	2	-0.4	-0.6
Cn1nc2c3ccccc3n(Cc3ccc(F)cc3)c2nc1=S	0	-8	-10	4	7	3	12	-4	2	0.0	-0.7
O=C(c1cc(COc2ccc3ncccc3c2)on1)N1CCC(O)CC1	1	48	16	-26	-53	-81	-7	4	-1	2.1	-0.9
Cn1c(=O)c2c(SCC(=O)NCc3ccco3)nc(-c3ccccc3Cl)nc2n(C)c1=O	0	27	27	-30	21	7	10	11	-6	0.6	-0.5
Oc1ccccc1C=NNC(=S)NC1CC2C=CC1C2 (centres undefined)	/	26	25	57	-174	-211	/	1	-32	0.7	5.5
COc1ccc(-c2nn(-c3ccccc3)cc2C(=O)N2c3ccc(C)cc3C3CN(C)CCC32)cc1 (centres undefined)	4	-12	21	-5	12	17	7	1	-8	1.4	0.0

A different layout for four compounds above:
SMILES | NR2E3 ag-1 | Shn3 3UTR inh | CF NFkB inh | NR2E3 ag-2 | Peg3 promoter | HIF-2a block | TRPM1 prom inh | TWEAK Fn14 block | KKLEB cytotox | aDG glyco act | hiPSC survival
O=C(C/C=N\O)Nc1ccc(Oc2ccccc2)cc1 | 3 | -11 | -14 | 4 | 5 | 6 | -5 | -22 | 7 | -0.5 | -1.5
CCN(C(=O)CN1CCOCC1)C1(C)C(=O)c2ccccc2C1=O | 1 | 0 | 4 | -14 | 13 | 17 | -4 | -5 | 4 | -0.6 | 2.2
CCc1nnc(NC(=O)CSc2ccc(-c3nc4ccc(C)cc4[nH]3)cn2)s1 | -15 | -2 | 12 | -33 | -259 | -153 | 20 | 6 | -42 | 0.0 | -2.7
O=C(O)c1cccc(S(=O)(=O)NCCC(c2ccccc2)c2ccccc2)c1 | 1 | -3 | -4 | 29 | -7 | 9 | -6 | 4 | -4 | -0.2 | -1.0

Going on with the list.
SMILES	NR2E3 ag-1	Shn3 3UTR inh	CF NFkB inh	NR2E3 ag-2	Peg3 promoter	HIF-2a block	TRPM1 prom inh	TWEAK Fn14 block	KKLEB cytotox	aDG glyco act	hiPSC survival
O=C(c1c[nH]c2ccccc12)C(Cl)c1ccccc1 (centres undefined)	0	17	63*	-23	10	-30	13	79*	-33	0.3	-0.4
O=C(O)c1cccc(NC(=S)NC(=O)C(c2ccccc2)c2ccccc2)c1	0	-2	-7	6	16	1	3	-2	-1	0.1	0.2
COc1ccc(-c2nnc(SCc3ccc(C(=O)O)cc3)n2C)cc1OC	1	1	-13	-13	7	16	1	0	-6	0.0	0.3
CC(C)C[C@@H](CNCC(=O)[C@H](C)NC(=O)c1[nH]cnc1C(=O)N[C@@H](C)CN)NC(=O)c1nc[nH]c1C(=O)N[C@@H](CO)C(=O)O	/	2	1	-29	2	6	4	3	8	-0.1	1.0
COc1ccc(O)c(-c2cc(-c3ccccc3[N+](=O)[O-])[nH]n2)c1	-1	-17	-18	-61	-136	-206	-20	9	7	-0.3	-2.4
CC1=C(C(=O)N(C(C)C)C(C)C)CC(CC(=O)NCc2ccco2)C(=O)N1Cc1ccc(F)cc1 (centres undefined)	/	3	-25	11	10	2	/	-21	-12	0.0	5.3
CCn1c(SCC(=O)NCc2ccco2)nnc1-c1cccs1	3	1	13	8	4	5	4	14	13	0.1	-1.0
Cn1c(=O)c2c(SCC(=O)N3CCCC3)nc(-c3ccccc3)nc2n(C)c1=O	2	-7	-27	-21	6	4	6	0	4	0.2	-0.3
CN1C(=O)S/C(=C\c2ccc(-n3cncn3)cc2)C1=O	0	-27	-14	9	-99	-64	-5	-10	0	0.4	0.6
Cc1ccccc1C(=O)Nc1ccc(Cl)cn1	4	-3	-2	-93	-198	-193	-55	-15	-8	-0.1	-0.4
COc1ccccc1CNC(=O)c1cccc(NC(=O)c2ccccc2)c1	3	33	-5	-28	12	-2	-1	6	15	2.5	-3.6
Cc1cc(NC(=O)CN2C(=O)NC(C)(CC(C)C)C2=O)no1 (centres undefined)	/	8	0	-39	2	-3	1	2	-26	1.8	0.4
COc1cccc(NC(=O)CNC(=O)c2ccc(C)o2)c1	-1	-7	-18	-10	-14	2	5	-4	12	0.0	1.4

Bioassay records: PubChem, several laboratories
